BoNT-A LC inh2 = blocks Botulinum neurotoxin A light chain protease | AID 588499 | hit rate 0.17% among 360,000 | multiplex microsphere protease substrate cleavage, flow cytometry | inhibition, % at 10 µM; further: plate controls were buffer without enzyme for full effect and enzyme alone for no effect
PriA SSB inh = K. pneumoniae PriA-SSBct interaction inhibition; AlphaScreen SSBct-PriA binding, biotinylated peptide; AID 1272365; inhibition, % at 33 µM; hit rate 0.6% among 430,000; in the data active means inhibition mostly above about 37%, no sharp cut-off; inactive means mostly below about 20%;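 further: plate controls were negative control peptide for no effect and reference peptide for full effect; strong numbers were not always called active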
TcdB inh = TcdB glycohydrolase inhibition. hit rate 0.24% among 350,000. inhibition, % at 9.99 µM. TcdB glycohydrolase enzymatic assay, plate reader. P18177. AID 652162; in the data active means inhibition above about 10%
Yp Topo-I inh = Y. pestis Topo-I inhibition via cleavage products. Y. pestis Topo-I cleavage product accumulation, plate reader. activity, % at 10 µM. hit rate 0.064% among 360,000. AID 504884; in the data active means activity above about 50%, passing the limit was not always enough; inconclusive means no clear call, values can overlap the other calls; further: inactives centre near 2
SARS 3CLpro inh = SARS-CoV 3CLpro protease inhibition. P0C6X7. recombinant SARS-CoV 3CLpro, quenched FRET peptide cleavage. inhibition, % at 6 µM. hit rate 0.14% among 290,000. AID 1706; in the data active means inhibition above about 12%
Vc quorum ag = quorum light induction in luxS cqsA deficient V. cholerae; V. cholerae BH1578 lux reporter, luminescence, 6 h; activation, % at 18.7 µM; hit rate 0.16% among 350,000; AID 588436; in the data active means activation mostly above about 9.7%, no sharp cut-off; inconclusive means no clear call, values can overlap the other calls; inactive means mostly below about 3.7%; further: not every result past the cut was called active; inactives centre near 0; reference of the scale not given here
Anthrax LF inh2 = inhibitors of Bacillus anthracis lethal factor protease; inhibition, % at 10 µM; P15917; hit rate 0.12% among 360,000; multiplex microsphere protease cleavage assay, LF; further: plate controls were buffer without enzyme for full effect and enzyme alone for no effect
PfHsp40 rescue = rescue of PfHsp40-mediated yeast toxicity. S. cerevisiae expressing PfHsp40, growth rescue, ATP luminescence. growth rescue, % at 12.5 µM. hit rate 0.68% among 340,000. AID 504582; in the data active means growth rescue above about 28%, passing the limit was not always enough; inconclusive means no clear call, values can overlap the other calls;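 further: yeast W303a lacking pdr1 and pdr3 grown in galactose medium; growth measured after three days at 30 °C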
PrPC TRFRET = reduces human prion protein on the cell surface; P04156; cell surface PrPC, TR-FRET read-out; inhibition, % at 13.8 µM; hit rate 0.43% among 370,000; AID 720596; in the data active means inhibition above about 24%; further: 0% = median of the test wells and 100% = reference compound wells
The depositor's hits bear a star; i = inactive; ? = inconclusive; / = not tested or not shown. Unless noted, no stated cut-off is given here; in the data, active means inhibition above about 30%; inconclusive means no clear call, values can overlap the other calls; inactive means below that.

SMILES	BoNT-A LC inh2	PriA SSB inh	TcdB inh	Yp Topo-I inh	SARS 3CLpro inh	Vc quorum ag	Anthrax LF inh2	PfHsp40 rescue	PrPC TRFRET
CCC1OC2(C)OC(=N)C1(C#N)C(C#N)(C#N)C2c1ccccc1 (stereo not given)	1.3	-19	1.9	-8	1	-0.3	0	-2.9	-10
COC(=O)COn1c(-n2nc(C)cc2C)nc2ccccc2c1=O	-1.4	-15	/	6	-1	i	-5	0.5	0
CN(C(=O)COC(=O)Cc1ccccc1[N+](=O)[O-])C1CCS(=O)(=O)C1 (stereo not given)	0.8	6	-3.6	-1	/	i	6	-1.0	0
CC(C)=CCN1CCN(Cc2cccn2-c2ccccn2)CC1CCO (stereo not given)	-0.8	-1	-0.7	7	4	-0.3	-3	0.9	-4
O=C(NC1CCCCCC1)C(=S)N1CCOCC1	-0.7	-3	0.9	13	2	-1.4	0	-1.4	-4
COC(=O)c1ccc(CN2C(=O)NC(CC(C)C)C2=O)cc1 (stereo not given)	-1.4	-1	-0.3	-2	1	-0.9	-11	-0.2	2
COc1ccc(C2=NCC(=S)Nc3ccc(Cl)cc32)cc1Cl	0.5	-2	0.8	-11	-5	-0.3	-3	0.1	4
O=C(NCCS(=O)(=O)NCc1ccccc1)c1ccccc1	1.0	-5	1.9	5	/	i	3	1.4	-1
COc1cc(S(=O)(=O)N2CCCC2)c(C)cc1C	-0.4	-10	1.1	11	0	-0.6	-3	-1.8	0
C=CC[N+](C)(C)CCCNC(=O)/C=N/O	-0.5	/	0.0	-12	-4	-0.3	0	0.0	-4
COc1ccc(CCC(C)N2CCC(Oc3ccc(C(=O)N4CCCC4)cc3)CC2)cc1 (stereo not given)	0.1	-18	1.3	15	-7	i	-2	-0.8	-10
COc1ccc(-c2coc3c(C(=O)NC(C)C)cccc23)c(C)c1	0.2	/	-0.4	26	/	-0.5	3	/	-2
CCOc1ccccc1NC(=O)Cn1c(-c2ccc(Cl)cc2)noc1=O	0.0	-14	1.6	9	2	-0.2	0	-0.3	8
CC(C)Oc1ccc(S(=O)(=O)N2CCOCC2)cc1NC(=O)C1CCC1	1.5	-7	1.9	0	/	0.6	-2	-1.5	2
CCSc1nnc(NC(=O)C2CCCCC2C(=O)O)s1 (stereo not given)	-0.3	5	/	1	-4	-0.1	-2	1.9	-3
Cc1c(NC(=S)NC(=O)c2ccco2)cccc1-c1nc2ncccc2o1	0.6	4	/	5	6	-0.2	0	-0.4	-2
Cc1sc2ncnc(N=Nc3c(O)[nH]c4ccccc34)c2c1C	0.3	-6	/	-1	-3	-0.6	0	-1.0	2
CCOc1cc(/C=C2\SC(N3CCCC(C)C3)=NC2=O)ccc1O (stereo not given)	-1.5	-5	-33	11	-3	0.4	5	3.0	-19
CCCCN1C(=O)C(CC(=O)NCc2ccco2)CC(C(=O)N2CCOCC2)=C1C (stereo not given)	-0.3	/	0.2	-2	/	-0.5	-1	/	2
CC(C)=CC(=O)Nc1nnc(-c2cccnc2)s1	0.4	-8	/	-7	-1	i	-2	-1.4	2
Cc1ccc(NC(=O)Cc2nnc(SCC(=O)Nc3nncs3)n2C)cc1	0.7	-28	0.0	-4	1	-0.4	2	-0.8	6
Cc1ccc(C(=O)NC(=S)NCC2CCCO2)cc1[N+](=O)[O-] (stereo not given)	0.5	4	1.6	0	2	i	-11	1.2	-9
CCOc1ccccc1NCc1cc(=O)oc2cc(C)ccc12	1.3	1	0.6	10	4	0.1	-2	-0.5	0
COc1ccc(C2CC(c3ccccc3)=NN2C(=O)COC(=O)COc2ccccc2)cc1 (stereo not given)	-0.4	-1	1.3	14	2	-0.2	-9	-0.8	0
CCCOc1ccc(C(=O)c2ccccc2C(=O)OC2CCOC2=O)cc1OCCC (stereo not given)	-0.2	-4	0.7	36	/	i	10	-0.5	-8
NC(Cc1ccc(C(F)(F)F)cc1)c1csc(NC(=O)NCCc2ccccc2)n1 (stereo not given)	-0.1	/	0.8	1	/	-0.6	-4	/	-1
COc1ccc(-c2cc3nc(CCl)[nH]c(=O)c3s2)cc1	0.7	-13	1.0	-6	-2	-0.2	2	-0.9	3
OCC(C#CCN1CCCCC1)NCc1ccccc1 (stereo not given)	-0.5	-5	/	-2	0	-7.1	-3	0.0	3
O=C(CCc1nnc(COc2ccccc2)o1)NC1(c2ccccc2)CC1	-0.7	6	-0.3	17	5	i	-12	-0.3	13
CC1CCC(NC(=O)C2CC(=O)N(c3ccc(Cl)cc3)C2)CC1 (stereo not given)	-1.4	-21	-1.5	5	5	-1.1	-2	-0.9	-5
Cc1cc(C)cc(N(CCC#N)C(=O)CSC2=Nc3ccccc3C3CC=NN23)c1 (stereo not given)	0.0	-8	0.7	6	4	3.6	-11	0.0	2
CSc1nc(C)cc(-n2ccc(=O)[nH]c2=O)n1	-1.7	2	/	39	-2	-5.6	-4	-0.4	-2
Cc1cc(Br)ccc1SCC(=O)OCC(=O)NCc1ccco1	-0.3	-2	0.6	-6	-5	i	-9	-1.7	2
O=C(COc1ccccc1-c1ccccc1)NCCN1C(=O)S/C(=C\c2cccnc2)C1=O	0.1	-10	/	1	-3	-0.3	0	2.1	1
CC(C(=O)Nc1cccnc1)C1Sc2ccccc2NC1=O (stereo not given)	-3.4	5	0.5	-2	4	-0.6	0	0.0	5
Cc1cccc(S(=O)(=O)NCCNS(=O)(=O)c2cccc(C)c2)c1	0.3	-1	1.5	16	-4	-0.3	14	-0.6	-5
CCN(CC)c1ccc(/C=N/NC(=O)c2nnn(-c3nonc3N)c2-c2ccc(C)cc2)cc1	2.1	/	-0.4	1	11	i	-2	1.6	5
O=C(NCCSCc1ccc(Cl)cc1)c1cccs1	0.4	-16	0.9	-3	-1	-0.1	-4	3.6	16
C[C@]12CCC(=O)C=C1C=CC1C2CC[C@@]2(C)C1CC[C@@]21CCC(=O)O1 (stereo not given in full)	0.0	-5	1.4	18	/	-0.4	-2	0.2	-6
c1csc(-c2csc(-c3cccs3)n2)c1	0.3	-137	/	-2	-3	-1.5	-2	1.4	1
CC(C)c1onc(C(=O)NCCc2ccccc2)c1[N+](=O)[O-]	-0.2	-6	-0.2	-8	1	0.2	-2	1.0	1
CCc1cc(C(=O)OC)c(NC(=O)CC2SC(N)=NC2=O)s1 (stereo not given)	0.4	/	2.3	0	-7	-0.3	0	-0.4	-1
COCCn1c(=S)[nH]c2cc(C(=O)N3CC(C)CC(C)C3)ccc2c1=O (stereo not given)	1.9	1	-3.4	-7	4	-2.1	1	0.8	0
CCc1nnc(SCc2ccc(OC(C)C)cc2)n1N	0.1	-13	/	-2	2	-0.3	0	0.9	2
COc1ccc(CCNC(=O)c2cc([N+](=O)[O-])ccc2N2CCOCC2)cc1	-3.5	2	0.5	2	/	i	-4	1.1	-15
O=C(O/N=C\c1ccc(N2CCOCC2)c([N+](=O)[O-])c1)c1ccccc1Cl	0.0	/	/	31	0	i	2	-1.0	-15
Cc1cc(C)c(NC(=O)CSc2nc(COc3ccccc3)nc3ccccc23)c(C)c1	0.5	6	1.6	-4	0	-1.1	-2	-0.6	5
COC(=O)NC1(C(F)(F)F)NC(=O)N(C2CCCCC2)C1=O (stereo not given)	0.0	-14	/	1	-3	-2.2	0	-0.3	2
C[C@H](NC(=O)c1nc[nH]c1C(=O)N[C@@H](Cc1ccccc1)C(=O)OCc1ccccc1)c1ccccc1	-0.1	-12	-0.5	38	3	-0.5	0	?	-6
CC(C)(C)C1CCc2onc(C(=O)Nc3cccc(O)c3)c2C1 (stereo not given)	0.1	/	1.0	-1	3	-7.1	-4	2.0	-4
COc1ccc(-c2c(C)nn3c(N)c(-c4ccccc4)cnc23)cc1OC	-6.5	-8	1.7	-9	-7	0.2	-2	0.0	-13
CCc1cccc(NC(=O)C2CCCN(c3cnccn3)C2)c1 (stereo not given)	-3.4	2	2.3	6	1	-1.9	-3	1.6	9
COc1ccc(CCNS(=O)(=O)c2cn(C)cn2)cc1OC	0.1	-8	-0.6	4	-5	-0.7	2	-0.3	-4
Cc1csc(SCC(=O)NCc2cccc(Cl)c2)n1	-0.1	-9	1.4	-7	1	1.4	5	-0.5	2
CC(C)NC(=O)N(O)C1N(Cc2ccc3c(c2)OCO3)C(=S)SC1(C)C (stereo not given)	-0.2	-2	/	-4	0	-0.5	-1	-0.4	4
Cc1cc(Br)c2[nH]cc(CCNC(=O)c3ccco3)c2c1	-0.6	3	1.8	-2	4	-7.1	-4	7.0	-17
N#Cc1c2c(c(-n3cnc4ccccc43)n3c1nc1ccccc13)CCC2	1.8	-16	/	-8	0	i	-4	-0.6	-5
O=C(NC1CCN(S(=O)(=O)c2ccc(Cl)cc2)CC1)c1cccnc1	-0.7	-7	-1.0	-6	4	-0.4	1	-0.1	-6
COCCNC(=O)C1(C)CCCN(C(=O)c2ccc(-c3ccccc3)cc2)C1 (stereo not given)	-0.4	/	1.5	4	/	i	-4	/	-5
Cc1ccnc(NC(=O)C2CCN(S(=O)(=O)c3ccc4c(c3)CC(C)N4C(=O)C3CCC3)CC2)c1 (stereo not given)	-0.9	-18	1.0	8	-4	-0.3	-2	-0.5	-2

5 structures from above, sorted by formula weight, lowest first:
SMILES	BoNT-A LC inh2	PriA SSB inh	TcdB inh	Yp Topo-I inh	SARS 3CLpro inh	Vc quorum ag	Anthrax LF inh2	PfHsp40 rescue	PrPC TRFRET
CC(C)c1onc(C(=O)NCCc2ccccc2)c1[N+](=O)[O-]	-0.2	-6	-0.2	-8	1	0.2	-2	1.0	1
CCc1cccc(NC(=O)C2CCCN(c3cnccn3)C2)c1 (stereo not given)	-3.4	2	2.3	6	1	-1.9	-3	1.6	9
COC(=O)NC1(C(F)(F)F)NC(=O)N(C2CCCCC2)C1=O (stereo not given)	0.0	-14	/	1	-3	-2.2	0	-0.3	2
COc1ccc(-c2c(C)nn3c(N)c(-c4ccccc4)cnc23)cc1OC	-6.5	-8	1.7	-9	-7	0.2	-2	0.0	-13
C[C@H](NC(=O)c1nc[nH]c1C(=O)N[C@@H](Cc1ccccc1)C(=O)OCc1ccccc1)c1ccccc1	-0.1	-12	-0.5	38	3	-0.5	0	?	-6

Next section:
SMILES	BoNT-A LC inh2	PriA SSB inh	TcdB inh	Yp Topo-I inh	SARS 3CLpro inh	Vc quorum ag	Anthrax LF inh2	PfHsp40 rescue	PrPC TRFRET
CN(C)C(CNC(=O)c1ccc(NS(=O)(=O)c2cccc([N+](=O)[O-])c2)cc1)c1ccco1 (stereo not given)	-1.0	3	0.0	1	-2	0.1	-1	-1.0	-14
COc1ccccc1C(=O)NC(=S)Nc1ccc(N2CCCC2)cc1	-1.0	6	0.4	-8	-4	-0.3	0	0.2	-2
O=C1CCC/C=C\C[C@@H](CC(=O)N(CCO)Cc2ccccc2)C(=O)N[C@H](Cc2c[nH]c3ccccc23)CO1	-0.5	1	0.5	8	/	-1.0	-10	0.9	2
CCC(=O)N1CCCc2ccccc21	-0.6	-12	0.6	3	-1	-0.6	2	1.1	-1
O=C(Cn1cc([N+](=O)[O-])ccc1=O)N1CCCc2ccccc21	-2.8	-3	1.4	1	/	i	-4	0.6	-18
O=C(O)c1cccc(-n2cccc2/C=C2/NC(=O)N(c3ccc(Cl)cc3)C2=O)c1	1.7	-5	-4.3	-12	3	-0.5	10	3.8	6
O=C(NC1CCCCC1)N1C[C@H]2C[C@@H](C1)c1cccc(=O)n1C2	-9.0	/	0.4	5	-3	-7.7	10	-1.3	-5
CNC[C@H]1Oc2c(NS(=O)(=O)c3ccc(F)cc3)cccc2C(=O)N([C@H](C)CO)C[C@@H]1C	-1.0	-8	1.3	-3	/	0.4	-4	-1.5	2
COc1ccc(OC)c(N(CC(=O)NCCSc2ccccc2)S(C)(=O)=O)c1	-0.2	6	/	-3	1	i	-6	0.8	5
O=C(COC(=O)c1cc([N+](=O)[O-])ccc1NCCO)Nc1cccnc1Cl	-0.8	12	-0.6	-4	/	i	1	0.9	-22
O=[N+]([O-])c1ccc(Sc2ncc3ccccn23)nc1	-0.7	-7	-1.6	-2	4	-0.5	-1	-0.1	-7

Only part of the results is shown, so the mix of outcomes need not match the whole.
